CendR NRP1 mod = modulators of CendR peptide binding to NRP-1, primary screen, biochemical, fluorescence polarization, uHTS. FAM-RPARPAR peptide binding to NRP-1. AID 602438, 2012. Neuropilin-1 (Homo sapiens), O14786. inhibition, % at 25 µM. 360,000 tested, 0.85% active;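 active = inhibition or corrected inhibition above about 18%, plus a signal ratio from 0.5 to 1.5, limit read from the data, passing the limit was not always enough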; note: strong numbers were not always called active
SKN-1 block = suppressors of acrylamide-induced Pgst-4::GFP reporter in worms, primary screen, SKN-1 inhibitor project, whole organism, uHTS, GFP/RFP fluorescence ratio, strain VP596. C. elegans VP596 Pgst-4::GFP/RFP ratio, 24 h. inhibition, % at 21.8 µM. 360,000 tested, 0.49% active. AID 624304, 2012;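 active = interference check ratio from 0.5 to 1.5 plus GFP to RFP signal ratio inhibition reaching or exceeding a fixed threshold, cut at about 30% in these data, passing the limit was not always enough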; note: some compounds called inactive have numbers as strong as hits
MT1-MMP act inh = blockers of MT1-MMP proenzyme processing, primary screen, HT1080 RFP-PRO-GFP cells, GFP/RFP fluorescence; GFP/RFP ratio change, % at 20 µM; GFP/RFP ratio fluorescence, overnight; percent of plate control window, DMSO zero; Matrix metalloproteinase-14 (Homo sapiens), P50281; 360,000 tested, 0.061% active;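 active = GFP/RFP ratio change of at least 30% with cell ATP level not reduced by more than half and red fluorescence within 50% of control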; note: strong numbers were not always called active
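Compound: 20 µM single dose, 1% DMSO / System: HT1080 RFP-PRO-GFP cells / Controls: DMSO and RFP-L50D-GFP cell wells / Read-out basis: GFP/RFP fluorescence ratio / Schedule: overnight compound exposure at 37 °C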
NadD block = inhibitors of S. aureus NadD, primary screen, biochemical, colorimetric, uHTS; Nicotinate-nucleotide adenylyltransferase NadD (Staphylococcus aureus N315); purified NadD enzyme, colorimetric absorbance read-out; inhibition, % at 20 µM; 360,000 tested, 0.78% active; in the data active = inhibition above about 26%; note: some compounds past the cut are filed as inactive
Rpn11 block = Rpn11 (PSMD14) deubiquitinase inhibitors, primary screen, biochemical, fluorescence polarization, uHTS; 26S proteasome non-ATPase regulatory subunit 14 (Homo sapiens), O00487; 360,000 tested, 0.59% active; AID 588493, 2011; human 26S proteasome, Ub4-pepOG fluorescence polarization; 20S core pre-blocked with epoxomicin; calls only at 20 µM;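 active = inhibition at 20 µM, scaled to each plate's controls, above about 33%, limit read from the data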
Target sequence (O00487 whole entry, looked up): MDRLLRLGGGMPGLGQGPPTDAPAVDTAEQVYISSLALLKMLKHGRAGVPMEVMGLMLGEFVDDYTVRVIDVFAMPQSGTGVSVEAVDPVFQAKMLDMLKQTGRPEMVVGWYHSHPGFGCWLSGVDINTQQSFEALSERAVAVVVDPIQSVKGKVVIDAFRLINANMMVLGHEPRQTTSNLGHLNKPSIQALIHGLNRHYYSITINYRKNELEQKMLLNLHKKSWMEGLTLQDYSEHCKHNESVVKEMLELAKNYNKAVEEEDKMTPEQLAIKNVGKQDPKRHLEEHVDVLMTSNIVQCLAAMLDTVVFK
LMPTP inh = LMPTP phosphatase inhibitors, primary screen, biochemical, fluorescence intensity, uHTS | AID 651560, 2012 | 360,000 tested, 0.22% active | recombinant LMPTP-A, OMFP fluorogenic substrate | inhibition, % at 20 µM | Low molecular weight phosphotyrosine protein phosphatase (Homo sapiens), P24666;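 active = compounds that cut the enzyme signal by at least half of the control window in the single-dose screen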;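 note: plate controls were DMSO wells with enzyme plus substrate for no effect and substrate without enzyme for full effect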
Target sequence (P24666 whole entry, looked up): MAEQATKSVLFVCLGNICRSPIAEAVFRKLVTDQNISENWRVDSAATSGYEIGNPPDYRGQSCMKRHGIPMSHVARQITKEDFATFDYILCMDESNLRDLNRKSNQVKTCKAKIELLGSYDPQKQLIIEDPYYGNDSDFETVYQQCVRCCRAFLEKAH
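Assay system: LMPTP-A phosphatase enzyme | Input: 0.625 nM enzyme | Also added: Fluorogenic phosphatase substrate OMFP at 400 µM final | Compound dosing: One test concentration per compound, 20 µM, with 3% DMSO overall | Schedule: 50 min enzyme reaction at room temperature, protected from light | Signal: Fluorescence intensity | Benchmarks: no-enzyme and uninhibited controls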
Scp-1 inhibitor = Scp-1 phosphatase inhibitors, primary screen, biochemical, colorimetric, uHTS; Carboxy-terminal domain RNA polymerase II polypeptide A small phosphatase 1 (Homo …; Recombinant Scp1, phosphopeptide, malachite green phosphate absorbance; inhibition, % at 20 µM; 340,000 tested, 0.88% active; AID 493091, 2011;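 active = inhibition above about 50% at 20 µM, limit read from the data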;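 note: plate controls were DMSO wells with enzyme for no effect and wells lacking enzyme for full effect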
Target sequence (Q9GZU7 76-261 limits assumed): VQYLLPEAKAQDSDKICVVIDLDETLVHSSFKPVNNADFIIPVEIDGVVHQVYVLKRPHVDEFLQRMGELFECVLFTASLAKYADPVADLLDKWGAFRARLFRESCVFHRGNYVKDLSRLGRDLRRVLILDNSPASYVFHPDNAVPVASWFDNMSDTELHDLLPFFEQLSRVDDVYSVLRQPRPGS
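Material: truncated SCP-1 phosphatase (76-261aa) / Buffer or medium: 50 mM Tris acetate pH 5.5, 0.005% Tween-20, 10 mM MgCl2 / Compound dosing: one concentration, 20 µM, with 1.0% DMSO / Incubation: 45 min room-temperature reaction, 5 min colour, 30 min stabiliser / Detection: colorimetric free-phosphate detection, absorbance 630 nm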
SUMO1-SIM PPI = modulators of SUMO1 protein-protein interactions, primary screen, biochemical, uHTS; Small ubiquitin-related modifier 1 (Homo sapiens), P63165; SUMO1 binding to a labelled peptide, TR-FRET, 1 h; inhibition, % at 20 µM; 360,000 tested, 0.33% active; AID 602429, 2012; in the data active = inhibition above about 37%
Target sequence (P63165 whole entry, looked up): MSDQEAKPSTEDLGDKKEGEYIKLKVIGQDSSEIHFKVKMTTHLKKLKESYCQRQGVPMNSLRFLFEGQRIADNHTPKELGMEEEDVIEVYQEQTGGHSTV
STEP inh = STEP phosphatase inhibitors, primary screen, biochemical, fluorescence intensity, uHTS; inhibition, % at 20 µM; 360,000 tested, 0.25% active; Tyrosine-protein phosphatase non-receptor type 5 (Homo sapiens), P54829; AID 588621, 2011; recombinant STEP, OMFP fluorogenic substrate;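 active = inhibition at 20 µM, scaled per plate between control wells, above about 37%, limit read from the data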;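 note: 0% = DMSO with enzyme and substrate and 100% = substrate only without enzyme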
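Test system: STEP tyrosine phosphatase / Reagent: OMFP at 25 µM / Doses: 20 µM, 1% DMSO / Read-out: percent inhibition scaled to no-enzyme and uninhibited-enzyme controls, plate-pattern corrected / Detection: FITC-channel fluorescence of OMFP product / Medium: Bis-Tris buffer pH 6.0, 2.5 mM DTT, 0.005% Tween 20 / Schedule: 20 min at room temperature, dark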
DNMT1 block = human DNMT1 methyltransferase inhibitors, primary screen, biochemical, molecular beacon, fluorescence, HinP1I cleavage, uHTS | DNA (cytosine-5)-methyltransferase 1 (Homo sapiens), P26358 | inhibition (reported as % activation of signal), % at 10 µM | 360,000 tested, 0.83% active | AID 588458, 2011; in the data active = inhibition above about 50%
Starred values were filed as active, the others as inactive; i = inactive; . = not tested or not shown; + = active, no number.

SMILES	CendR NRP1 mod	SKN-1 block	MT1-MMP act inh	NadD block	Rpn11 block	LMPTP inh	Scp-1 inhibitor	SUMO1-SIM PPI	STEP inh	DNMT1 block
Cc1cnn(-c2ccc3nnc(-c4ccc(Cl)cc4)n3n2)c1	2	0	-3	12	i	1.1	-2	1	0	3
FC(F)(F)c1cccc(Nc2nc(N3CCOCC3)nc(N3CCOCC3)n2)c1	0	7	-7	-1	i	3.6	0	3	1	-14
O=C(c1cc2c(F)cccc2s1)N1CCCC1	-10	-7	3	-4	i	-0.5	-9	-1	1	0
COc1ccc(OC)c(NC(=O)C2(C)CCN2Cc2ccc(OC)c3ccccc23)c1 (stereo not drawn)	17	6	2	10	i	3.8	.	-4	4	-2
O=C(CSc1nnc(-c2ccncc2)n1-c1ccc(F)cc1)NNC(=O)c1cccc(O)c1	-5	9	0	-1	i	-1.4	1	3	-3	3
Cc1ccnc(NC(=O)CSc2ccccn2)c1	-2	-5	5	-5	i	-1.8	-2	-10	2	2
COCCNC(=O)CN1C(=O)COc2ccc(Cl)cc21	-2	-9	0	-4	i	-1.1	-7	-1	0	-1
CCCCc1cc(=O)oc2cc(OCC(=O)N[C@@H](Cc3ccccc3)C(=O)O)ccc12	0	8	1	-1	i	-1.3	12	5	5	-3
COc1ccc(C2CC(O)(C(C)(C)O)NO2)cc1 (stereo not drawn)	-6	14	-3	2	i	-0.5	-5	-1	-2	-1
COc1cccc(F)c1C(=O)NC(=O)Nc1ccc2nc(C)oc2c1	12	1	-10	-5	i	-0.8	-13	1	-2	4
COc1ccc(C2(O)CCN(CCCCOc3ccccc3)CC2)cc1	0	1	10	-6	i	-0.3	-4	-1	-3	2
O=C(NCCCN1CCOCC1)c1ccc(NS(=O)(=O)c2ccccc2)cc1	10	11	-3	-2	i	-0.7	-2	0	3	1
COc1ccc(NC(=O)CSCC(=O)OCc2cccc(OC)c2OC)cc1	-1	2	1	-7	i	-1.4	-9	0	0	1
O=C1CC(C2CCCO2)C(=O)N1c1ccccc1 (stereo not drawn)	-2	3	0	-1	i	-0.6	1	-3	1	5
O=C(NCCc1ccccc1)C(=Cc1ccc(C(=O)O)cc1)C(=O)NCCc1ccccc1	-12	5	-1	-1	i	-0.7	-3	10	-4	-1
O=C1CCCN1c1cccc(Br)c1	-13	-4	-3	-6	i	-0.7	-4	-1	2	-1
CC(C)(C)OC(=O)[C@H](CCCCN)NC(=O)c1nc[nH]c1C(=O)NCCCCCN	21*	17	3	-2	i	-6.4	-4	8	-2	1
COC(=O)c1ccccc1NC(=O)N1CCN(C/C=C/c2ccccc2)CC1	-1	-10	-1	-4	i	-0.7	-3	3	1	-8
C[C@H]1NC(=O)[C@@]2(C)[C@@H](c3ccccc3)[C@H]3COc4ccccc4[C@@H]3N2C1=O	25*	12	-6	-5	i	-1.1	-6	-9	-1	0
CCCCCOC(=O)C1=C(C)NC(=O)NC1c1ccccc1 (stereo not drawn)	5	-4	2	-2	i	0.3	-8	-3	2	3
CCOC(=O)CS(=O)(=O)CC(=O)Nc1ccc([N+](=O)[O-])cc1OC	3	-6	-3	-1	i	1.2	3	-28	0	-2
O=c1cc2c(=O)oc3cc(O)c(O)oc3c2c(O)c1O	-14	9	-2	17	i	61*	85*	22	96*	33
Cc1c(C(=O)Nc2ccccn2)sc2nc3n(c(=O)c12)CCC3	-14	7	2	10	i	-1.2	1	7	0	2
COc1ccc(CNC(=O)C2CCN(c3nc(-c4ccccc4)nc4c3CCC4)CC2)cc1	6	14	5	1	i	20	4	1	-1	-4
CCOC(=O)c1nnn(-c2ccc([N+](=O)[O-])cc2)c1C	4	1	1	-1	i	-0.6	-5	-22	3	1
CCNC(=O)c1ccc(OCC(=O)Nc2ccc(F)cc2)c(OC)c1	0	3	0	1	i	-0.8	-5	-1	2	1
CCCNC(=O)c1nn2cc(Br)cnc2c1Cl	9	-2	-3	1	i	-0.9	0	-11	4	1
CNC(=O)c1csc(-c2ccccc2)n1	6	0	5	2	i	-1.1	-12	0	-5	0
CCOc1ccc(NC(=O)c2ccc(NC(=O)c3cn4c5c(c(N6CCN(C)CC6)c(F)cc5c3=O)OCC4C)cc2)cc1 (stereo not drawn)	16	-4	3	0	+	-1.3	0	4	3	-11
COc1ccccc1N1CCN(CCCNC(=O)Cn2ncc3c([nH]c4ccccc43)c2=O)CC1	5	-2	2	4	i	1.1	1	2	-3	-5
Cc1cc(N)n(-c2ccc(C(=O)O)cc2)n1	12	-11	8	-1	i	-2.2	5	0	0	1
CN1C(C(=O)NCc2ccco2)CC2Cn3c(nc4cc(Cl)c(Cl)cc43)C21 (stereo not drawn)	-2	14	-3	3	i	-0.6	-3	3	0	-2
COc1cccc(C(C(=O)NCc2ccccc2)N2CCN(CCN3CCOCC3)CC2)c1OC (stereo not drawn)	-14	-1	6	.	.	-3.1	.	0	.	.
COc1ccc(S(=O)(=O)Nc2cc3c4c(c2)CC(=O)N4CCC3)cc1	11	-5	2	-4	i	-0.3	-9	0	-1	-14
COCC(=O)NC1CCN(CC(=O)Nc2ccc(OC)cc2[N+](=O)[O-])CC1	3	7	2	1	i	-1.1	-4	-24	3	-1
Cc1cc(-n2c(=O)c(C#N)cc3c(=O)n4cccc(C)c4nc32)no1	-18	22	0	-2	i	-1.5	-8	-22	0	8
O=C(c1cccc(F)c1)N1CCN(C(=O)c2cc3ncc(Br)cn3n2)CC1	12	2	3	4	i	-1.4	36	-4	-1	14
CSc1ccc(NC(=O)C2(C)CCN2C(=O)c2sccc2C)cc1 (stereo not drawn)	-4	-6	0	3	i	0.9	.	1	0	1
CCC(Sc1nc(=O)cc(N)n1-c1ccccc1)C(=O)Nc1cc(C)on1 (stereo not drawn)	-8	9	-2	-6	i	-0.3	-4	-2	2	-3
CC(C)[C@H](NC(=O)c1ccccc1F)C(=O)NC1CCCCC1	-15	6	-1	-5	i	0.0	-5	-5	-21	3
Clc1ccc(-c2nnc(C3CC3)o2)cc1	2	14	-4	-3	i	-1.1	-9	3	-2	2
COc1cc(/C=C/C(=O)OCC(=O)NCC2CCCO2)ccc1OCC#N (stereo not drawn)	-2	-3	6	-4	i	-1.9	-8	-10	4	-4
O=C(CC(Nc1ccc(F)cc1)C(=O)OCC(=O)c1cccs1)c1ccccc1 (stereo not drawn)	-20	10	12	-6	i	2.2	-6	4	0	-6
COCCn1c(C(=O)N(C)C)cc2c1C[C@H]1CN(C(=O)c3ccccc3)[C@@](Cc3ccc(F)cc3)(C(=O)OC)[C@@H]21	0	17	-3	-3	.	-0.2	.	2	.	.
Clc1ccc(NNc2ccnc3cc(Cl)ccc23)cc1	-32	3	6	1	i	0.8	24	0	-3	14
Cc1ccc(C(=O)/C=C/NNC(=O)c2ccccc2O)cc1	-6	-2	-8	2	i	1.5	-10	-6	0	-4
Cc1ccc(CNS(=O)(=O)c2c(C)nc3scc(C)n3c2=O)cc1	6	3	-6	-7	i	0.2	-5	-4	-1	2
O=c1c(-c2ccc([N+](=O)[O-])cc2)coc2c(O)c(O)ccc12	-45	-20	0	-5	i	17	25	-22	10	11
CC(=O)Nc1ccc(NC(=O)c2cc(C3CC3)nc3c2cnn3C(C)C)cc1	-5	1	.	-7	i	2.3	-5	6	2	-1
N[C@@H](CCC(=O)N[C@@H](CSN=O)C(=O)NCC(=O)O)C(=O)O	-18	10	5	-1	i	-0.7	-3	19	-2	-5

Pulled by structure from the list above (3):
SMILES	CendR NRP1 mod	SKN-1 block	MT1-MMP act inh	NadD block	Rpn11 block	LMPTP inh	Scp-1 inhibitor	SUMO1-SIM PPI	STEP inh	DNMT1 block
COCCNC(=O)CN1C(=O)COc2ccc(Cl)cc21	-2	-9	0	-4	i	-1.1	-7	-1	0	-1
COc1ccc(S(=O)(=O)Nc2cc3c4c(c2)CC(=O)N4CCC3)cc1	11	-5	2	-4	i	-0.3	-9	0	-1	-14
COc1ccc(C2CC(O)(C(C)(C)O)NO2)cc1 (stereo not drawn)	-6	14	-3	2	i	-0.5	-5	-1	-2	-1

The list continues:
SMILES	CendR NRP1 mod	SKN-1 block	MT1-MMP act inh	NadD block	Rpn11 block	LMPTP inh	Scp-1 inhibitor	SUMO1-SIM PPI	STEP inh	DNMT1 block
CCOC(=O)c1nn(-c2cccc(OC)c2)c2nc(Nc3ccccc3)cc(=O)n12	-190	12	-13	-20	.	2.9	3	21	-2	-15
O=C(COC(=O)c1cc(=O)[nH]c(=O)[nH]1)Nc1ccccc1F	10	9	4	-1	i	-1.5	5	-2	0	0
Cc1cc(C)n(Cc2ccccc2Cl)n1	-4	-3	2	-2	i	-0.3	-7	-5	-4	1
O=C(c1ccc(OCC2CCCO2)cc1)N1CCc2ccccc2C1 (stereo not drawn)	-14	-11	2	-2	i	-1.1	-5	4	-1	0
O=C(CN1CCOc2ccccc21)NCc1ccco1	1	-11	-3	-4	i	-0.6	-8	1	-1	-2
CC(C)n1c(SCC(=O)Nc2ccccc2N2CCCCC2)nc2c1c(=O)n(C)c(=O)n2C	-1	4	1	1	i	0.9	-4	3	2	2
Cc1ccc(/C=C2/N=C(c3ccccc3)NNC2=O)cc1	9	-15	3	3	i	0.6	0	-7	11	-21
O=C(c1ccc2noc(-c3ccccc3)c2c1)N1CCN(c2ccccc2)CC1	-15	6	-4	14	i	3.5	-2	-9	3	-7
CCC(=O)Nc1cc(C(=O)OCC(=O)c2ccccc2)ccc1C	-6	1	12	1	i	-0.9	0	-3	2	3

Compound activity: PubChem, Sanford-Burnham Center for Chemical Genomics
